Bioassay records (PubChem)
NR1D1 modulator = modulators of human Rev-erb alpha DNA binding. P20393. Rev-erbα–FITC-DNA binding, fluorescence polarization, 90 min. activity, % at 10 µM. hit rate 0.79% among 370,000. AID 1259318;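 active means activity above about 14%, limit read from the data; passing the limit was not always enough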;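 further: 0% = DMSO wells with 35 nM protein and 100% = DMSO wells with 750 nM protein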
HTRA1 inhibitor = HTRA1 (human) protease inhibition. Q92743. recombinant HTRA1, FP-rhodamine activity-based probe, fluorescence polarization. inhibition, % at 5.96 µM. hit rate 0.5% among 340,000. AID 504803; in the data active means inhibition above about 36%;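 further: 0% = enzyme with DMSO and 100% = wells lacking enzyme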
rCAG RNA binder = binds r(CAG) RNA repeats; r(CAG) RNA repeat, TO-PRO-1 dye displacement fluorescence; inhibition, % at 3 µM; hit rate 1.3% among 370,000; AID 651821;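 active means inhibition above the plate cutoff, the mean of all test compounds on that plate plus 3 SD, cut at about 35% in these data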;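 further: 0% = DMSO alone and 100% = 100 µM mitoxantrone as full dye displacement; higher means more dye released from RNA so lower well fluorescence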
TCR CD3 inh = blocks the human TCR-CD3 interaction. inhibition, % at 9.4 µM. hit rate 0.37% among 360,000. AID 651800. TAMRA-labeled TCR probe fluorescence, biochemical; in the data active means inhibition above about 19%;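 further: recombinant mutant TCR 2C K166C tagged with TAMRA read by polarization; 0% = receptor in buffer alone and 100% = receptor with positive control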
PG9 binder = binds the HIV-1 gp120 antibody PG9 | TR-FRET gp120-PG9 antibody binding | inhibition, % at 6.7 µM | hit rate 0.43% among 360,000; in the data active means inhibition above about 8.5%
ABHD4 inh = inhibits mouse alpha/beta hydrolase domain 4 | Q8VD66 | purified mABHD4, FP-Rh probe fluorescence polarization | inhibition, % at 8.92 µM | hit rate 0.54% among 370,000 | AID 720543;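 active means inhibition exceeding the mean over every tested compound plus 3 SD, cut at about 30% in these data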;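 further: 0% = plate median of compound wells and 100% = S159A mutant with DMSO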
Target sequence (Q8VD66 whole entry, looked up, the tested form may be a part): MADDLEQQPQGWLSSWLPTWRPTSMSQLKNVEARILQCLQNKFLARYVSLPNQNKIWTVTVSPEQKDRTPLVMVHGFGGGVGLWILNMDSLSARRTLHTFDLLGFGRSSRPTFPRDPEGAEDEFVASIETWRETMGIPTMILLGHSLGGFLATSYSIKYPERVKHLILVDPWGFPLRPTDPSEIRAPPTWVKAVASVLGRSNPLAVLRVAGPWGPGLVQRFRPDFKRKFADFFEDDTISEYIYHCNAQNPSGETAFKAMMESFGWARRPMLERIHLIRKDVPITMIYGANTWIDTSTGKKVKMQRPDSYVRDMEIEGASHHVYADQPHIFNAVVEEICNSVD
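Assay system: Wild-type mouse ABHD4 protein | Medium: HEPES pH 7.0 buffer, 150 mM NaCl, 0.01% Pluronic F-127 | Incubation: Enzyme–compound pre-incubation 45 min, then probe 60 min, both 25 °C | Technique: Fluorescence polarization with parallel and perpendicular emission, 525/598 nm | Evaluation: % inhibition of FP-Rh probe binding versus controls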
MBD2 inh = MBD2-methylated oligo binding inhibition; inhibition, % at 4.4 µM; Q9UBB5; hit rate 0.31% among 370,000; TR-FRET, MBD2 binding to methylated oligonucleotide; in the data active means inhibition above about 13%
UHRF1 MBD2 ctr = human UHRF1 methylated DNA binding inhibitors | UHRF1 binding to methylated oligo, TR-FRET | inhibition, % at 4.4 µM | hit rate 0.75% among 370,000 | AID 687016; in the data active means inhibition above about 21%;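 further: UHRF1 SRA domain binding a hemimethylated CpG hairpin DNA probe; 0% = median of test compound wells and 100% = reference inhibitor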
Target sequence (Q96T88 whole entry, looked up, the tested form may be a part): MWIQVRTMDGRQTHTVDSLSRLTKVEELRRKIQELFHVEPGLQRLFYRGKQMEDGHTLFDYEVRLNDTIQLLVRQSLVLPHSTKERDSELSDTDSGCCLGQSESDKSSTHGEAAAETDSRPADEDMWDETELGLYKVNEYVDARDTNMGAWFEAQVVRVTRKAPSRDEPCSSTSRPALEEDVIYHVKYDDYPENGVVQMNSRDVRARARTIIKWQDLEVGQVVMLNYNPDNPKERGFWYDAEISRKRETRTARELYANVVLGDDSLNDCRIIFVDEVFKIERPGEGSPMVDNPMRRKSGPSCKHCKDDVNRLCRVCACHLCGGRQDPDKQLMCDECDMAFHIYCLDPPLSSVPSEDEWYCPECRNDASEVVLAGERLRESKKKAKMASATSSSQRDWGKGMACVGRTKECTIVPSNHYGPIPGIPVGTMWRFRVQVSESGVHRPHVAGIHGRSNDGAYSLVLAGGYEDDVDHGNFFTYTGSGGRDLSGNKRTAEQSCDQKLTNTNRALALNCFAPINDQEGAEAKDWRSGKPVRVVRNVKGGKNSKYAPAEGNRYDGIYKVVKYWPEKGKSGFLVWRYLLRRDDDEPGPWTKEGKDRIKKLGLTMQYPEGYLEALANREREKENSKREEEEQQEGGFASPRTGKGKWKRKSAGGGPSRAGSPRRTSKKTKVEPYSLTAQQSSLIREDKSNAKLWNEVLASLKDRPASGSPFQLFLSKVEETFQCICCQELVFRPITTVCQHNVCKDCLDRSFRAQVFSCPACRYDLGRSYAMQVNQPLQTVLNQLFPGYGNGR
LEDGF integ inh = blocks HIV-1 LEDGF/p75-dependent DNA integration | AID 743269 | hit rate 0.64% among 370,000 | TR-FRET IN-LEDGF/p75 DNA integration, Eu/Cy5 | inhibition, % at 3.7 µM;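 active means inhibition above the screen-wide mean plus 3 SD, cut at about 13% in these data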;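 further: signal is the Cy5 over europium emission ratio at 671 and 618 nm; 0% = plate median of compound wells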
PRMT1 FP inh = PRMT1 (human) inhibition, primary screen; inhibition, % at 2.79 µM; recombinant PRMT1, activity-based probe fluorescence polarization; hit rate 1.3% among 370,000;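 active means inhibition above about 21% made by adding two undisclosed values, limit read from the data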
Active calls of the source: *; . = no result given. Not all compounds are listed; count on the stated rates, not on these rows.

SMILES	NR1D1 modulator	HTRA1 inhibitor	rCAG RNA binder	TCR CD3 inh	PG9 binder	ABHD4 inh	MBD2 inh	UHRF1 MBD2 ctr	LEDGF integ inh	PRMT1 FP inh
O=C(c1ccc(Cl)c(NC2=NC3CS(=O)(=O)CC3S2)c1)N1CCN(c2ccccc2)CC1 (stereo unspecified)	-2	7	-1	0	-3.3	2	-2	-1	0	-4
NC(=O)c1nsc(C(=O)N(CC(=O)NCc2ccccc2)c2ccc(F)cc2)c1N	1	-3	2	36*	-1.0	1	0	2	0	6
CCOc1ccc(NC(=S)NNC(=O)CC(C)O)cc1 (stereo unspecified)	4	9	-1	1	-0.6	1	5	0	-1	1
CCOC(=O)C(=O)NNc1ccc(F)cc1	-3	.	-1	-7	-0.8	8	-2	6	0	5
C=CCn1cnnc1SCC(=O)NCC1COc2ccccc2O1 (stereo unspecified)	0	2	-2	8	-0.2	1	3	1	-1	1
COc1ccccc1CN1[C@@H](CC(=O)O)c2ccccc2S1(=O)=O	1	2	1	-4	0.1	6	5	0	2	0
O=C(c1ccccc1)N1CCN(c2ccc(N3CCOCC3)nn2)CC1	4	0	-3	6	-0.5	8	-2	2	-4	-3
Cc1onc(-c2ccccc2)c1C(=O)Nc1nncs1	2	3	4	6	-0.8	5	-2	-1	1	-2
CC(NC(=O)C(=O)c1cn(CC(=O)N2CCOCC2)c2ccccc12)c1ccccc1 (stereo unspecified)	0	1	-3	-1	-1.6	-2	-4	-2	5	-5
Cc1cccc(C)c1C(O)c1ncc(-c2cccc(F)c2)[nH]1 (stereo unspecified)	-3	.	5	-1	1.2	-6	-1	-3	-3	-1

Next section (2 carried over from the part before).
SMILES	NR1D1 modulator	HTRA1 inhibitor	rCAG RNA binder	TCR CD3 inh	PG9 binder	ABHD4 inh	MBD2 inh	UHRF1 MBD2 ctr	LEDGF integ inh	PRMT1 FP inh
CC(NC(=O)C(=O)c1cn(CC(=O)N2CCOCC2)c2ccccc12)c1ccccc1 (stereo unspecified)	0	1	-3	-1	-1.6	-2	-4	-2	5	-5
Cc1cccc(C)c1C(O)c1ncc(-c2cccc(F)c2)[nH]1 (stereo unspecified)	-3	.	5	-1	1.2	-6	-1	-3	-3	-1
CCOC(=O)c1cc(-c2cc3ccccc3o2)n[nH]1	4	-10	5	5	0.9	-26	5	0	-1	2
O=C(c1ccccc1)N1CCN(C(=O)c2cc3nc(-c4ccccc4)cc(C(F)(F)F)n3n2)CC1	-5	-1	-2	1	0.1	6	-2	-3	0	-1
COC(=O)c1cc2n(n1)CCN(Cc1ccc(F)cc1)C2=O	2	1	-2	3	0.1	0	1	2	-2	-2
CCOc1ccc(C(=S)N2CCOCC2)cc1OCC	7	0	-3	2	0.0	4	2	-1	-1	4
Cc1nc(C(=O)Nc2ccccc2Cl)cc2c1[nH]c1ccccc12	21*	-36	-57	3	22*	-14	-9	-2	1	1
CCCOc1nc(C)cc(COC)c1C(N)=O	-1	-2	0	6	-0.8	-2	1	1	1	-2
CC(=O)Nc1ccc(S(=O)(=O)N2CCN(Cc3nc4sc(C)c(C)c4c(=O)[nH]3)CC2)cc1	31*	7	2	2	2.9	-2	-8	2	-6	-2
CC(OC(=O)c1cccnc1Cl)C(=O)NC1CCCCC1 (stereo unspecified)	-1	3	0	-5	-0.2	1	0	0	-4	-3
O=C(CCc1ccccc1)N[C@@H]1c2ccccc2CC[C@H]1OCc1ccccc1	1	-15	0	-2	0.2	-9	5	23*	6	1
CCCCC(=O)NC(=S)NNC(=O)CCc1ccccc1	10	5	-1	7	0.5	0	0	1	2	3
O=C(Nc1ccccc1C(=O)NCCN1CCOCC1)c1cccc([N+](=O)[O-])c1	-3	-7	-1	2	-2.9	-1	-3	-1	1	-2
c1ccc(OCCCn2nnc(-c3ccncc3)n2)cc1	-5	-6	-5	5	-1.0	0	-2	1	0	-1
Cc1ccc(OCc2nc3c4c(ncn3n2)-c2ccccc2CC42CCCC2)cc1	-3	-4	2	6	-2.1	1	2	-4	-3	0
COCc1c(C(=O)N/N=C(\C)c2ccncc2)nnn1-c1nonc1N	2	-5	-1	-1	2.4	0	-5	1	2	1
Cn1c(=O)[nH]c(=O)c2c1nc(N1CCN(Cc3ccccc3)CC1)n2CCCc1ccccc1	3	0	-6	-6	0.9	8	4	3	-1	2
O=C(Nc1ccccc1C(F)(F)F)OC1CC2CC1[C@H]1CCCCN1C2 (stereo partly specified)	-1	.	11	.	.	6	1	-1	-4	0
COc1ccc(S(=O)(=O)N2CCN(C(=O)CCC3CCCC3)CC2)cc1	1	1	-8	5	0.5	2	2	3	-2	-2
Fc1ccc(-c2nc3c4ccccc4ccn3c2Cc2cccc(Cl)c2)cc1	-1	.	4	-4	1.4	-25	-1	13	1	-4
CC1CN(C(=O)COC(=O)c2ccc(C#N)cc2)CC(C)O1 (stereo unspecified)	3	9	-1	-4	0.7	-2	3	6	-9	2
S=C(NCc1ccco1)Nc1ccc(Cl)cn1	-1	-11	-2	6	-2.0	2	1	-2	0	2
CC(C)OC(=O)C1CC(C)(O)C(=O)C(C(=O)OC(C)C)C1c1ccc([N+](=O)[O-])cc1 (stereo unspecified)	-4	5	-8	0	-1.7	-1	-1	0	-3	-2
CC(=O)c1sc(NC(=O)C2CCN(C(=O)c3ccc(F)cc3)CC2)nc1-c1ccccc1	5	-15	-4	-6	0.5	-8	4	0	2	-2
COc1cccc(NC(=O)CN(C)C(=O)c2cccnc2Sc2ccc(C)c(C)c2)c1	-2	-13	-5	9	-1.3	-6	5	4	-5	1
CC1(C)CC(NC(=O)c2cc(COc3cccc(C(F)(F)F)c3)on2)CCO1 (stereo unspecified)	-1	-1	-7	4	1.0	7	-1	-1	-1	-2
N=c1c(C(=O)NCc2ccc(F)cc2)cc2c(=O)n3ccccc3nc2n1CCCN1CCOCC1	-1	5	2	-3	0.1	0	-7	-1	2	1
O=S(=O)(Cc1ccccc1)N(O)c1ccccc1	-3	7	-1	0	-2.3	-1	0	-2	1	6
O=C(C[C@H]1C/C=C\C[C@@H](NC(=O)OCC2c3ccccc3-c3ccccc32)C(=O)O[C@@H](c2ccccc2)CNC1=O)N[C@H](CO)Cc1ccccc1	3	-14	7	9	1.1	-13	-12	-2	0	-1
COc1ccc(C2C(=O)N(C3CCCCCC3)CC(=O)N2Cc2ccccc2)cc1OC (stereo unspecified)	0	-7	-9	5	1.8	2	-6	0	-1	-4
O=C(O)c1ccc2ccc3ccccc3c2c1	4	.	-1	2	-1.8	3	-6	-1	4	-3
COc1cc2ccccc2cc1C(=O)N(CCN(C)C)c1nc2c(F)cccc2s1	-3	-9	-2	3	2.3	1	-1	2	-2	-2
Cc1ccc(C(=O)N2CCC3(CC2)Oc2ccc(F)cc2C(=O)C32CC(c3ccc(Cl)cc3)=NO2)s1 (stereo unspecified)	1	4	3	6	-0.6	-5	-1	-2	1	2
O=C(c1cccnc1)n1nc(-c2ccco2)nc1NCc1cccs1	2	4	1	-9	-1.5	-4	-8	4	3	-1
CCN(CC(=O)NCc1cccnc1)S(=O)(=O)c1ccc(OC)cc1	-2	1	4	2	-0.9	3	-3	-1	0	-2
CC(C)CCN(C(=O)Cc1ccc(Cl)c(Cl)c1)c1c(N)n(Cc2ccccc2)c(=O)[nH]c1=O	-1	-7	4	7	-2.1	-4	-3	-2	2	-3
Cc1cc(Nc2ccc(C)c(F)c2)n2ncnc2n1	-4	-2	-2	-3	-0.2	-1	4	1	-3	1
Cc1ccc(CN(C(=O)c2sc3ccccc3c2Cl)C2CCS(=O)(=O)C2)cc1 (stereo unspecified)	0	-15	-3	2	-2.7	-8	2	-2	-1	0
O=C1Cc2ccccc2C(=O)N1OCc1ccc(Cl)cc1Cl	3	-4	17	-3	-1.6	2	1	-8	-1	1
COc1ccccc1C(=O)NC(=O)COC(=O)CNC(=O)c1ccccc1	-5	5	5	-4	-0.1	-11	-5	2	4	1
C=C(C)C(=O)Nc1ccc(NC(C)C)cc1	-8	-1	-2	2	1.6	-1	1	-2	5	-1
NC(=O)C1(N2CCCCC2)CCN(C(=S)Nc2ccc(F)cc2)CC1	1	-3	3	1	-3.3	6	0	0	2	-5
O=C(NN1CCOCC1)c1ccc(Cl)c(Cl)c1	3	-1	-5	0	-0.3	2	-4	4	3	-1
COc1cccc(CNC(=O)CCNS(=O)(=O)c2cccc3nsnc23)c1	-6	3	-3	5	-2.2	-2	1	1	3	0
COc1cccc(-c2cccc(-c3nc(C(=O)NCc4ccc5c(c4)OCO5)cc4c3[C@H](CCO)N(S(=O)C(C)(C)C)C4)c2)c1 (stereo partly specified)	5	.	19	0	3.3	7	-1	4	-5	0
Nc1cccc2c(O)cccc12	-22	40*	4	-10	-8.4	42*	-6	2	-6	17
O=[N+]([O-])c1cc([N+](=O)[O-])c(Oc2cccc(Cl)c2Cl)cc1NN1CCCCC1	4	-2	3	0	0.5	2	-1	-1	2	-1
Cc1ccccc1S(=O)(=O)/N=C(/Nc1nc2ccccc2s1)c1ccccc1	12	-18	15	-1	2.9	-2	4	1	-6	2
COCCN(CCOC)c1nc(-c2ccc(C)cc2)nc2ccccc12	3	-21	-1	-1	1.7	-17	-1	3	5	0
CCOC(=O)/C(C#N)=C/c1cc2ccccc2nc1N1CCOCC1	2	2	-4	-3	4.7	-3	-1	2	-4	-1
O=C1CSC(c2ccccc2)N1CC12CC3CC(CC(O)(C3)C1)C2 (stereo unspecified)	2	5	-6	9	-1.0	-4	1	-1	-3	1
Cc1ccc(NS(=O)(=O)c2ccc3c(c2)C(=O)c2ccccc2C3=O)c(C)c1	1	-2	6	-1	-2.2	11	-3	9	-1	-2

Quoted from the listing:
CCOC(=O)/C(C#N)=C/c1cc2ccccc2nc1N1CCOCC1 in TCR CD3 inh = -3
Cc1ccccc1S(=O)(=O)/N=C(/Nc1nc2ccccc2s1)c1ccccc1 in UHRF1 MBD2 ctr = 1
Cc1ccc(NS(=O)(=O)c2ccc3c(c2)C(=O)c2ccccc2C3=O)c(C)c1 in LEDGF integ inh = -1
O=C(NN1CCOCC1)c1ccc(Cl)c(Cl)c1 in HTRA1 inhibitor = -1

Next results follow:
SMILES	NR1D1 modulator	HTRA1 inhibitor	rCAG RNA binder	TCR CD3 inh	PG9 binder	ABHD4 inh	MBD2 inh	UHRF1 MBD2 ctr	LEDGF integ inh	PRMT1 FP inh
Cc1ccccc1SC1CCN(C(=O)C2CCC(=O)N(C3CC3)C2)CC1 (stereo unspecified)	1	3	-7	2	-1.2	6	-8	-3	-7	-2
CC(C)(Cc1ccccc1)/[N+]([O-])=C\c1ccccc1	-1	-5	5	-1	-1.3	6	2	2	1	-1
COc1ccc(CCN(Cc2nc3ccccc3c(=O)[nH]2)C(=O)c2ccco2)cc1	-2	-8	-6	-1	-1.8	4	-7	0	-4	0
CCn1cc(C(=O)N2CCc3ccccc32)c(=O)c2cc(S(=O)(=O)N3CCOCC3)ccc21	0	4	1	6	-0.9	5	1	1	-5	0
O=C(CSc1nnc2ccccn12)Nc1ccc(S(=O)(=O)N2CCOCC2)cc1	0	7	1	4	1.2	-1	-6	1	-1	2
CCC(C)NS(=O)(=O)c1cc2c3c(c1)CCN3C(=O)CC2 (stereo unspecified)	-7	4	3	-6	0.0	9	-3	3	-5	3
Cc1ccc(-c2nn(-c3ccccc3)cc2/C=C(\C#N)C(=O)NCc2ccccc2)cc1	4	-4	-2	-8	0.2	-2	4	2	-5	2
CCSC(=S)Nc1c(C)n(C)n(-c2ccccc2)c1=O	3	1	5	-3	-0.3	0	-3	1	-7	4
O=C1c2[nH]nc(-c3ccccc3O)c2C(c2cccc(Cl)c2)N1CC1CCCO1 (stereo unspecified)	0	-27	9	-5	8.6*	-1	0	-2	-3	-2
